Screening data (PubChem)
Yeast lifespan up – yeast lifespan extension; S. cerevisiae growth with nicotinamide, OD615; deaD strain in restrictive glucose medium; inhibition of the nicotinamide effect, % at 10 µM; 130,000 compounds, 0.68% hits; AID 775;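 active means inhibition above a set limit, placed 3 SD over the median of all compounds, cut at about 26% in these data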;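 further: 0% = nicotinamide-treated wells and 100% = cells grown without nicotinamide; some compounds called inactive have numbers as strong as hits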
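Measured by: optical density (absorbance) at 615 nm; System: modified budding yeast, DeaD strain; Medium: restrictive CSMM-D dextrose medium; Timing: 4 h preincubation then 48 h treatment at 30 °C.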
Phagocyt inh – macrophage phagocytosis inhibition; 110,000 compounds, 0.07% hits; J774A.1 macrophage IgG-bead phagocytosis, imaging; AID 1029; inhibition, % at 5 µM;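 active means inhibition above the mean of the plate negative controls plus 5 SD, cut at about 13% in these data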;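 further: phagocytic index as fraction of beads internalized from green versus red external bead signal; plate controls were DMSO negative control for no effect and cytochalasin-D positive control for full effect; some results beyond the cut were filed as inactive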
Yeast growth inh – yeast BB579 growth reduction in restrictive medium; AID 804; 140,000 compounds, 0.51% hits; S. cerevisiae BB579 growth, OD615, 48 h; inhibition, % at 10 µM;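 active means inhibition above a set limit, 3 SD over the mean compound inhibition, cut at about 44% in these data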; further: inactives centre near -24
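Material: Saccharomyces cerevisiae DeaD strain BB579, replicative lifespan model yeast; buffer or medium: CSMM-D restrictive synthetic medium containing dextrose (glucose); compound: 10 µM single dose, DMSO 0.25%; timing: 48 h compound exposure at 30 °C after 4 h preincubation; signal: turbidity as optical density at 615 nm; benchmarks: positive control amphotericin B 10 µg/mL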
PTEN del growth – PTEN-deleted cell growth suppression | HCT116 PTEN-null viability, CellTiter-Glo, 60 h; stronger effect = lower value | viability, % at 10 µM | 140,000 compounds, 1.2% hits;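 active means viability at or below a set limit, 4 SD under the median of all tested compounds, cut at about 3.7% in these data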;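 further: PTEN knockout HCT116 line with beta catenin targeted HCT116 as companion control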
GALR2 antag – GALR2 (human) receptor antagonism; O43603; GALR2-expressing cells, antagonist mode; inhibition, % at 4 µM; 140,000 compounds, 0.39% hits; AID 828; in the data active means inhibition above about 27%;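 further: cells stimulated with galanin 1-16 at roughly its EC80; 0% = agonist challenge control and 100% = basal control without agonist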
Target sequence (O43603 whole entry, looked up): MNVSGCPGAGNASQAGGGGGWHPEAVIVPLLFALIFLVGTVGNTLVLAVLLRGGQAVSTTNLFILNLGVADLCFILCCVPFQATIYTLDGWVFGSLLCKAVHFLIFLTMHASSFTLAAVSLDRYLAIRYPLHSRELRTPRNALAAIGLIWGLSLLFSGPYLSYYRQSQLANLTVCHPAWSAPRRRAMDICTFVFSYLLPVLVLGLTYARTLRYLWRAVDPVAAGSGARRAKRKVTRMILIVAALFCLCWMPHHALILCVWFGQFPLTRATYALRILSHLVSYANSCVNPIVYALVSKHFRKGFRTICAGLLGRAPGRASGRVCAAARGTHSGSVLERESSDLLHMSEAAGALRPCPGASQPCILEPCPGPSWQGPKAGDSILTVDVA
HCT116 bCat-KO – beta-catenin-lacking colon tumor cell growth suppression; HCT116 beta-catenin knockout viability, CellTiter-Glo, 60 h; stronger effect = lower value; viability, % at 10 µM; 140,000 compounds, 1.5% hits;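 active means viability at or under a set limit, the compound median less 4 SD, cut at about 6% in these data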;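 further: 0% = Hyamine 1622 control at 20 µM and 100% = untreated cell control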
NPY-Y2 antag – blocks the human neuropeptide Y Y2 receptor; NPY-Y2 expressing cells, antagonist mode; inhibition, % at 2.7 µM; 140,000 compounds, 0.99% hits; in the data active means inhibition above about 17%;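 further: 0% = vehicle with agonist challenge and 100% = reference antagonist with challenge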
Target sequence (P49146 whole entry, looked up): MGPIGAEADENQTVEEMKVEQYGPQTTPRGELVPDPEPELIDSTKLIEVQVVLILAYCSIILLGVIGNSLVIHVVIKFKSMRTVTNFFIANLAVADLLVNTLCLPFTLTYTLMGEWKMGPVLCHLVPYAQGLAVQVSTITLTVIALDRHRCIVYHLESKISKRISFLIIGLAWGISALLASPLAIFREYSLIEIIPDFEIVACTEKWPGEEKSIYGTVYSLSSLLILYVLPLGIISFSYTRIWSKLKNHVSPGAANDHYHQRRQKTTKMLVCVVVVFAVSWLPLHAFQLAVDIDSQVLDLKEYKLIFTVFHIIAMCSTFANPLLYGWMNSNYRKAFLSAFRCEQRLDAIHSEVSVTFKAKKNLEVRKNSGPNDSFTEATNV
MRP-1 activ – activates MRP-1. H69AR cells + doxorubicin, viability rescue, CellTiter-Glo. viability increase, % at 10 µM. 140,000 compounds, 0.61% hits. AID 799;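 active means viability gain under doxorubicin at or above a set limit, the compound median plus 3 SD, cut at about 4.7% in these data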;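 further: MRP-1 overexpressing cells given doxorubicin 25 µM after compound pretreatment; 18-22 h compound pretreatment then 72 h with doxorubicin before readout; 0% = doxorubicin-only wells and 100% = vehicle-treated cells without doxorubicin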
E-sel TNF inh – blocks E-selectin expression induced by TNF alpha | HUVEC TNFa-induced E-selectin immunofluorescence, high content | inhibition, % at 2 µM | 120,000 compounds, 0.71% hits | AID 1246;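 active means inhibition above the batch mean plus 3 SD, and confirmed as a hit on visual image review, cut at about 43% in these data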;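 further: 0% = TNF-stimulated DMSO wells and 100% = unstimulated control wells; not every result past the cut was called active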
Measles CPE – protection of cells from measles virus; Measles virus-infected cells, CPE protection, absorbance; protection (pct of control), % at 4 µM; 140,000 compounds, 1.5% hits; AID 841; in the data active means protection mostly above about 24%, no sharp cut-off; inactive means mostly below about 26%; further: some compounds called inactive have numbers as strong as hits
* = called active by the depositor; x = no result given.

SMILES	Yeast lifespan up	Phagocyt inh	Yeast growth inh	PTEN del growth	GALR2 antag	HCT116 bCat-KO	NPY-Y2 antag	MRP-1 activ	E-sel TNF inh	Measles CPE
Cc1nc(NC(=O)c2ccc(-c3cc4ccccc4oc3=O)cc2)ccc1Br	9	1	-32	99	4	93	0	-1.7	x	5
c1ccc(C(c2nnnn2C2CCCC2)N2CCCCCC2)nc1 (stereo not given)	-16	1	5	100	6	95	0	-1.3	-29	2
CC(C)N1C(=S)SC2CS(=O)(=O)C=C21 (stereo not given)	-2	-2	-50	91	-6	93	7	-0.9	-30	6
c1ccc2c(-c3nnc4n3CCCCC4)c[nH]c2c1	-3	2	22	80	3	72	1	1.4	x	6
Cc1cccc(Oc2coc3cc(OC(=O)c4cc5ccccc5oc4=O)ccc3c2=O)c1	-10	x	-28	90	8	77	2	-5.5	-36	14
Cc1ccc(/C=C2\SC(N3CCN(C(c4ccccc4)c4ccccc4)CC3)=NC2=O)o1	6	-2	-17	54	4	70	0	-0.7	x	20
COCCCN1C(=O)C(=O)/C(=C(/O)c2ccc(OC)cc2)C1c1ccc(O)c(OC)c1 (stereo not given)	-8	-1	-29	103	-5	98	1	0.3	-6	37
Cc1ccc(N2C(=N)SCC2=O)cc1Cl	-5	3	-20	95	19	99	4	0.2	-20	25
O=S1(=O)N=C(Nc2nc3c(s2)CCCC3)c2ccccc21	-4	x	-24	89	0	90	0	-4.0	18	23
CC(=O)NC12CC3CC(C1)CC(C(=O)Nc1nccs1)(C3)C2	-6	-1	-8	92	-12	89	2	0.2	x	23
Oc1ccc(Cl)cc1-c1cc(-c2cccc(Br)c2)n[nH]1	-10	x	-23	15	12	8	0	-2.2	-20	12
O=C(O)CCC(=O)NNC(=O)c1cccc(Cl)c1	6	-13	-32	106	26	93	3	-0.5	x	10

Some of the entries above in another layout.
Below each compound – Yeast lifespan up | Phagocyt inh | Yeast growth inh | PTEN del growth | GALR2 antag | HCT116 bCat-KO | NPY-Y2 antag | MRP-1 activ | E-sel TNF inh | Measles CPE
- Cc1ccc(N2C(=N)SCC2=O)cc1Cl
→ -5 | 3 | -20 | 95 | 19 | 99 | 4 | 0.2 | -20 | 25
- O=S1(=O)N=C(Nc2nc3c(s2)CCCC3)c2ccccc21
→ -4 | x | -24 | 89 | 0 | 90 | 0 | -4.0 | 18 | 23
- CC(=O)NC12CC3CC(C1)CC(C(=O)Nc1nccs1)(C3)C2
→ -6 | -1 | -8 | 92 | -12 | 89 | 2 | 0.2 | x | 23
- Oc1ccc(Cl)cc1-c1cc(-c2cccc(Br)c2)n[nH]1
→ -10 | x | -23 | 15 | 12 | 8 | 0 | -2.2 | -20 | 12
- O=C(O)CCC(=O)NNC(=O)c1cccc(Cl)c1
→ 6 | -13 | -32 | 106 | 26 | 93 | 3 | -0.5 | x | 10

(cont.)
SMILES	Yeast lifespan up	Phagocyt inh	Yeast growth inh	PTEN del growth	GALR2 antag	HCT116 bCat-KO	NPY-Y2 antag	MRP-1 activ	E-sel TNF inh	Measles CPE
CCOc1ccc(NC(=O)c2ccccc2NC(=O)CN(C)CC(=O)Nc2ccc(C)cc2)cc1	-3	0	4	94	4	90	4	-2.4	-10	2
COc1ccccc1-n1c(SCC(N)=O)nnc1-c1ccccc1	-3	1	11	87	-9	99	4	-3.3	-8	5
O=[N+]([O-])c1ccc(Sc2ccccc2Cl)nc1	-17	3	19	87	-10	88	2	-1.8	-11	20
COc1ccccc1-c1cn[nH]c(=S)n1	-14	0	-17	94	-1	100	1	1.0	1	5
COc1ccc(/C=C/c2nnc(NC(=O)COc3cccc(C)c3)s2)cc1	-7	-5	-44	87	4	82	4	-2.0	34	8
CC1CCCCN1S(=O)(=O)c1ccc(S(=O)(=O)N(CC(=O)Nc2ccccc2)Cc2cccs2)cc1 (stereo not given)	3	-1	-37	76	-2	79	-2	-1.6	x	10
COCCn1c(N)c(NCc2ccccc2)c(=O)n(CC(=O)Nc2cc(C)ccc2C)c1=O	-6	1	-2	82	8	89	5	-3.8	16	4
Cc1nn(C)c(C(=O)NNC(=S)Nc2ccc(Cl)cc2)c1[N+](=O)[O-]	-7	x	-40	87	-14	94	9	-1.7	-24	11
C/C(=N/NC(=O)CNc1ccc(C)cc1)c1ccc(Br)s1	-5	2	-23	84	-11	85	1	-0.3	4	10
COc1ccccc1N/N=C/c1ccc2c(c1)OCO2	-4	-12	-21	94	5	89	2	2.1	x	7
COC(=O)C(C)n1cnc2c(cnn2-c2ccc(Cl)cc2)c1=O (stereo not given)	-18	-2	19	98	12	86	6	-0.4	-17	15
Cc1cc(C(C)(C)C)cc(S(=O)(=O)Nc2cccc(C(=O)O)c2)c1C	-8	-3	-15	109	-2	94	3	0.9	7	10
Cc1ccc(CN(C)C(=O)c2ccccc2Oc2ccccc2)o1	-16	0	-50	77	-4	82	2	-3.7	-35	3
O=C(CSc1n[nH]c(-c2ccccc2)n1)c1ccccc1	-10	3	-31	96	-2	94	7	-2.1	x	18
COC(=O)n1c(SC)nc2ccccc21	-22	x	9	99	-10	91	6	-2.3	10	32
CN1CCN(CCCNC(=O)C2CC(=O)N(C3CCCCC3)C2)CC1 (stereo not given)	8	1	3	98	-8	97	3	-0.1	-5	5
Cc1ccc(CS(=O)(=O)Cc2ccc(C(=O)NCc3ccccn3)o2)cc1	-3	1	-69	98	4	94	0	-0.1	-17	17
COc1ccccc1CNc1cc(CSc2ccc(Cl)cc2)nc(C)n1	-2	-1	-33	66	-8	72	17	0.1	0	0
COc1cc(/C=N/NC(=O)Cc2cccs2)c([N+](=O)[O-])cc1OC	-2	7	-5	113	13	107	3	1.0	4	10
NC(=O)C1CCN(C2CC(=O)N(Cc3cccs3)C2=O)CC1 (stereo not given)	-7	0	-51	106	-17	106	5	0.6	3	5
Cn1c(=O)n(CC(=O)N2CCN(c3nnc(-c4ccccc4)c4ccccc34)CC2)c2ccccc21	-20	0	-28	78	-7	90	-2	-0.1	-2	12
O=C(c1cc(-c2ccc(Cl)c(Cl)c2)on1)N1CCCCC1	-10	-1	10	94	0	96	-2	2.4	x	21
O=S(=O)(Nc1ccc(S(=O)(=O)Nc2cccc3ccccc23)cc1)c1ccccc1	-11	2	-51	104	-1	95	8	-0.9	18	13
COc1ccccc1CNC(=O)CSc1ccc(C(=O)Nc2ccccc2OC)cc1[N+](=O)[O-]	-2	-5	-13	74	8	84	7	0.2	x	21

7 of the entries above in order of the NPY-Y2 antag value, low to high:
| canonical_smiles | NPY-Y2 antag |
| --- | --- |
| Cn1c(=O)n(CC(=O)N2CCN(c3nnc(-c4ccccc4)c4ccccc34)CC2)c2ccccc21 | -2 |
| Cc1ccc(CN(C)C(=O)c2ccccc2Oc2ccccc2)o1 | 2 |
| CN1CCN(CCCNC(=O)C2CC(=O)N(C3CCCCC3)C2)CC1 (stereo not given) | 3 |
| NC(=O)C1CCN(C2CC(=O)N(Cc3cccs3)C2=O)CC1 (stereo not given) | 5 |
| COC(=O)n1c(SC)nc2ccccc21 | 6 |
| COc1ccccc1CNC(=O)CSc1ccc(C(=O)Nc2ccccc2OC)cc1[N+](=O)[O-] | 7 |
| COc1ccccc1CNc1cc(CSc2ccc(Cl)cc2)nc(C)n1 | 17 |

Next section:
SMILES	Yeast lifespan up	Phagocyt inh	Yeast growth inh	PTEN del growth	GALR2 antag	HCT116 bCat-KO	NPY-Y2 antag	MRP-1 activ	E-sel TNF inh	Measles CPE
O=c1[nH]c(CSc2nnc(-c3ccncc3)n2Cc2ccco2)nc2ccccc12	-21	-1	-39	103	-8	103	2	-2.2	5	5
CC(C)OC(=O)/C(=C/c1ccc2c(c1)c1ccccc1n2C)NC(=O)c1ccccc1	4	-7	-15	73	1	84	21*	-1.6	26	10
COc1cccc(/C=N/NC(=O)CCc2n[nH]c(=O)[nH]c2=O)c1O	-1	-3	-3	93	7	95	4	2.8	x	31
C#CCOCCOCCOCCNc1nc(N2CCN(C(=O)[C@H](Cc3ccc(O)cc3)n3cc(CCO)nn3)CC2)nc(N2CCN(C(=O)[C@H](Cc3ccc(O)cc3)n3cc(CCO)nn3)CC2)n1	-1	x	-13	94	2	95	0	-1.8	x	3
Cc1oc(C)c(C(=O)O)c1COc1ccc(C(=O)O)cc1	-6	-1	4	104	2	96	4	-0.2	-5	10
CC(C)[C@@H]1NC(=O)c2cc([N+](=O)[O-])cc(F)c2NCCC[C@@H](C(N)=O)NC(=O)[C@H](CO)NC1=O	-4	x	-2	94	-4	100	3	-0.9	3	7
Cc1ccc([N+](=O)[O-])cc1NC(=O)CCCOc1ccccc1	-17	x	-58	79	-7	93	3	-1.3	-12	6
Cc1cccc(S(=O)(=O)NC(Cc2c[nH]c3ccccc23)C(=O)O)c1 (stereo not given)	-4	-10	-39	93	4	87	9	-1.7	x	22
COC(=O)c1cc2c(ccn2-c2ccc(F)cc2)n1Cc1cccc(OC)c1	5	-8	-27	68	-31	76	6	-0.7	8	5
CCOc1ccc(-n2nnc3c(=O)n(CC(=O)N4CCCc5ccccc54)cnc32)cc1	-7	0	-22	60	8	70	3	2.1	x	11
NC(=O)C1(N2CCCCC2)CCN(C(=O)c2cccn3c(=O)c4cc(Cl)ccc4nc23)CC1	-17	-1	0	69	2	78	1	5.6*	-18	10
Cc1nnc(Cl)c2nn(-c3ccccc3)c(C)c12	5	8	-32	101	-3	95	4	-1.7	x	8
COc1ccc(-c2cc(C(F)(F)F)nc(SCC(=O)N3CCOCC3)n2)cc1OC	-5	2	-29	98	-2	97	4	-3.9	8	6
CCn1c(=O)cc(SCC(=O)NCc2ccco2)c2ccccc21	-8	5	3	37	-1	24	7	-2.5	37	4
Clc1cccc(-c2cc3nc4c(c(N5CCN(c6cnccn6)CC5)n3n2)CCCC4)c1	x	x	-31	35	-6	40	3	3.6	-10	10
COc1cc(NS(=O)(=O)c2ccc(Br)cc2)c(OC)cc1NC(=O)c1ccco1	0	-2	-56	81	-4	81	3	-1.3	13	6
COc1ccc(S(=O)(=O)Cc2ccc(C(=O)N3CCCC3)o2)cc1	-13	x	6	92	-4	93	3	-1.9	x	15
O=C(Nc1ccc(C(F)(F)F)cc1)c1cc(-c2cccnc2)nc2ccc(Br)cc12	-12	x	11	10	-3	19	6	-1.3	0	2
COc1ccc(N=C2C(=Nc3ccc(OC)cc3)N(c3ccc(N(C)C)cc3)C(=S)N2c2ccc(OC)cc2)cc1	0	0	-54	98	-15	90	0	-2.4	20	8
CCN(NC(=O)C(O)(c1ccccc1)c1ccccc1)C(=O)c1ccccc1	-1	-1	6	93	5	87	8	-1.2	x	9
CCOC(=O)c1sc(C)c2c1NC(C)(c1cccs1)NC2=O (stereo not given)	6	0	-19	87	-4	93	1	-4.2	-12	29
